From PubChem
PAFAH2 inh: PAFAH2 enzyme inhibitors, primary screen, biochemical, fluorescence polarization, human; Platelet-activating factor acetylhydrolase 2, cytoplasmic (Homo sapiens), Q99487; recombinant PAFAH2, FP-rhodamine activity probe; inhibition, % at 3.39 µM; 0.99% of 340,000 active; AID 492956, 2010;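 active = inhibition above the mean over all tested compounds plus 3 SD, cut at about 30% in these data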;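 also: inhibitors block probe labeling of enzyme so polarization drops; 0% = enzyme with DMSO and 100% = wells lacking PAFAH2 protein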
pPAFAH FP inh: pPAFAH enzyme inhibitors, primary screen, biochemical, fluorescence polarization, human; recombinant pPAFAH, FP-rhodamine probe fluorescence polarization; inhibition, % at 3.39 µM; 1.5% of 330,000 active; AID 463082, 2010;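 active = inhibition above the mean inhibition across the screen plus 3 SD, cut at about 25% in these data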;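 also: inhibitors block binding of the rhodamine activity-based probe so polarization drops; 0% = enzyme with DMSO and 100% = wells lacking pPAFAH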
Target sequence (Q13093 whole entry, looked up): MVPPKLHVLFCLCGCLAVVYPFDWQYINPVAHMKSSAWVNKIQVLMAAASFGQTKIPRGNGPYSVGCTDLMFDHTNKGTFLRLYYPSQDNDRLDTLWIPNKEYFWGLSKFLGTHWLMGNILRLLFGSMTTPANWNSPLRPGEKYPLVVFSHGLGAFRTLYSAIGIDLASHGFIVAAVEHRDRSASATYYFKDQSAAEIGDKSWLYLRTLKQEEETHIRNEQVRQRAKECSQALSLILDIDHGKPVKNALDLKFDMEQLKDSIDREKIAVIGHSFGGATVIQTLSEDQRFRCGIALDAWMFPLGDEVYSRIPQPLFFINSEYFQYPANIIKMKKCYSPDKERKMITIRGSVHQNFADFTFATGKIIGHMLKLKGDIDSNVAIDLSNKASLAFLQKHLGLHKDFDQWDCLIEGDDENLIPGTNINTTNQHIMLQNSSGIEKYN
Fam108B inh: mouse Fam108B serine hydrolase inhibitors, primary screen, counter-screen for RBBP9 inhibitor project, biochemical, fluorescence polarization; recombinant Fam108B, FP-Rh probe fluorescence polarization; inhibition, % at 9.51 µM; 0.33% of 300,000 active; AID 1947, 2009;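 active = inhibition above the screen mean inhibition plus 3 SD, computed separately per campaign, cut at about 18% in these data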;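 also: inhibitors lower polarization as less probe binds the enzyme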
PAFAH1B3 FP inh: PAFAH1B3 enzyme inhibitors, primary screen, biochemical, fluorescence polarization, human; recombinant PAFAH1B3, FP-rhodamine probe; Platelet-activating factor acetylhydrolase IB subunit alpha1 (Homo sapiens), Q15102; 0.28% of 340,000 active; inhibition, % at 3.39 µM;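 active = inhibition above the screen-wide average of all tested compounds plus 3 SD, cut at about 25% in these data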;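 also: 0% = enzyme with DMSO only and 100% = wells lacking PAFAH1B3 protein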
PME-1 inh: PME-1 inhibitors via competitive probe labeling, primary screen, biochemical, fluorescence polarization, FP-Rh probe, HTS. Protein phosphatase methylesterase 1 (Homo sapiens), Q9Y570. recombinant PME-1. inhibition, % at 5.9 µM. 0.53% of 320,000 active. AID 2130, 2009;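 active = inhibition above the campaign mean of all compounds plus 3 SD, cut at about 26% in these data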;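 also: competitive labeling of PME-1 active site by serine hydrolase directed probe; 0% = PME-1 with DMSO and 100% = wells lacking PME-1 enzyme; inhibitors block probe labeling so polarization falls and inhibition rises; many of its hits are not listed in these tables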
Target sequence (Q9Y570 whole entry, looked up): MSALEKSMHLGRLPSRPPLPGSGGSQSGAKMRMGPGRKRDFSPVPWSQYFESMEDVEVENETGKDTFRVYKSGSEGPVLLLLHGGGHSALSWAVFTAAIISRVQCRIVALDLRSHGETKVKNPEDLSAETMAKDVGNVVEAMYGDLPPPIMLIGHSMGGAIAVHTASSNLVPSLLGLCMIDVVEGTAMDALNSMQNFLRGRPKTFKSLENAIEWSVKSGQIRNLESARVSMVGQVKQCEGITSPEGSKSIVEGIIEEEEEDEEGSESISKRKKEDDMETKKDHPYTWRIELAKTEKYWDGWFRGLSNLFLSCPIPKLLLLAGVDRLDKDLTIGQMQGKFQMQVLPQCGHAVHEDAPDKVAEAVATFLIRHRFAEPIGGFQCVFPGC
GSTO1 inh: inhibitors of recombinant GSTO1, primary screen, counter-screen for RBBP9 inhibitor project, biochemical, fluorescence polarization | inhibition, % at 5.96 µM | activity-based probe fluorescence polarization | 1.1% of 300,000 active;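 active = inhibition above the campaign mean inhibition plus 3 SD, cut at about 35% in these data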;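 also: 0% = GSTO1-1 with DMSO and 100% = wells lacking GSTO1-1 enzyme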
PAD4 FP inh: human PAD4 inhibitors, primary screen, biochemical, fluorescence polarization, 1536-well format; Protein-arginine deiminase type-4 (Homo sapiens), Q9UM07; recombinant PAD4, RCA probe fluorescence polarization; inhibition, % at 6.36 µM; 0.41% of 330,000 active; AID 485272, 2010;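 active = percent inhibition above a cutoff equal to the mean of all tested compounds plus 3 SD, cut at about 15% in these data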;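 also: 0% = PAD4 with RCA probe and DMSO and 100% = probe without PAD4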
PAFAH1B2 inh: PAFAH1B2 enzyme inhibitors, primary screen, biochemical, fluorescence polarization, human; recombinant PAFAH1B2, FP-rhodamine activity probe; inhibition, % at 3.39 µM; 1.2% of 340,000 active;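 active = inhibition above the mean of all tested compounds plus 3 SD, cut at about 24% in these data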;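 also: 0% = enzyme with DMSO and 100% = wells lacking PAFAH1B2; many of its hits are not listed in these tables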
LYPLA1 counter: LYPLA1 inhibitors, primary screen, counter-screen for PME1 inhibitor project, biochemical, fluorescence polarization, FP-Rh probe ABPP; Acyl-protein thioesterase 1 (Homo sapiens), O75608; recombinant LYPLA1; inhibition, % at 5.9 µM; 0.16% of 320,000 active; AID 2174, 2009;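 active = inhibition above the mean of all tested compounds plus 3 SD, set per campaign, cut at about 14% in these data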;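 also: inhibitors block serine hydrolase probe labeling of LYPLA1 so polarization falls; 0% = enzyme with DMSO and 100% = wells lacking LYPLA1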
Target sequence (O75608 whole entry, looked up): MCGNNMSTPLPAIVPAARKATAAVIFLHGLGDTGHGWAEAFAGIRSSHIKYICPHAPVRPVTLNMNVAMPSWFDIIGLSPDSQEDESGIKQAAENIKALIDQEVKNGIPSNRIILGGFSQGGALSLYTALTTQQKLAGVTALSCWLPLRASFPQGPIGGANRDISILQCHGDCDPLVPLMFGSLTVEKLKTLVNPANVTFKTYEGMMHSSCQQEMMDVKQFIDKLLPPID
Numbers without * were called inactive; / = not tested or not shown. Not all compounds are listed, so the mix of outcomes need not match the whole.

SMILES	PAFAH2 inh	pPAFAH FP inh	Fam108B inh	PAFAH1B3 FP inh	PME-1 inh	GSTO1 inh	PAD4 FP inh	PAFAH1B2 inh	LYPLA1 counter
CCOC(=O)C1=C(CSc2nc(CC)c(C)cc2C#N)OC(N)=C(C#N)C1c1ccc(OC)cc1 (stereo not drawn)	-10.4	-1.1	-9.1	-2.7	-3.0	9.7	-18.9	-2.0	-8.5
Cc1ccc(NC(=O)Nc2cccc(C)n2)cc1	3.4	2.1	-1.6	1.8	-6.0	-0.3	1.1	1.6	1.0
O=S(=O)(c1ccccc1)N1CN(Cc2ccc(F)cc2)c2nc3ccccc3nc21	3.0	1.2	-9.5	7.9	1.1	3.1	-1.4	4.7	-1.4
CC1CC(C)CN(S(=O)(=O)c2cccc3nsnc23)C1 (stereo not drawn)	5.4	3.6	-1.3	-10.2	8.9	-5.3	-0.8	5.4	-5.3
CC(C)(C)c1cc(Cc2ccccc2)[nH]n1	-6.2	0.7	1.8	1.9	-1.0	-10.1	-1.9	2.8	-2.5
COC(=O)c1cc2sc(Cl)cc2n1CC(=O)Nc1cccc(SC)c1	-2.5	2.7	-11.7	4.7	-3.7	-5.9	0.0	-2.6	-8.0
CCCCCCSc1nc2c(c(=O)[nH]c(=O)n2C)n1C	0.2	3.8	-2.9	-1.4	-2.1	-2.7	-1.4	5.4	-5.6
COc1cc(C(=O)NCCSc2ccc(F)cc2)cc(OC)c1OC	3.7	5.5	-2.3	9.1	-2.8	3.5	1.7	3.6	-2.0
CCC(=O)c1ccc(OCC(=O)OCC(=O)NCCC2=CCCCC2)cc1	0.4	3.3	-1.7	0.3	0.2	5.2	-0.8	-0.2	9.0
O=C(Nc1ccc2c(c1)OCO2)C1CC1(Cl)Cl (stereo not drawn)	-1.9	3.2	/	9.8	4.8	/	0.5	-5.5	-0.9
Cc1ccc(S(=O)(=O)Nc2cc(=O)[nH]c(SCC(=O)Nc3cccc(C)c3)n2)cc1	-0.1	-5.4	-18.2	0.2	-15.7	26.6	-7.0	2.4	-12.5
Cc1c(C#N)c(N)nc(Cl)c1C#N	3.0	3.3	-3.5	8.0	2.4	-7.7	1.8	-1.7	-1.6
O=C(CCc1ccccc1)N1CCN(Cc2ccc(F)cc2Cl)CC1	1.4	0.0	-2.4	3.3	7.8	-2.6	-3.2	5.8	1.4
COc1cc(C(=O)NCC(=O)NCCN2C(=O)S/C(=C\c3ccc4c(c3)OCO4)C2=O)cc(OC)c1OC	0.4	-0.3	-0.9	-1.2	0.6	-5.6	-0.6	3.0	3.9
CC(=O)Oc1c(-c2ccc(Br)o2)oc2ccccc2c1=O	4.7	5.3	1.1	4.0	8.9	-3.2	-4.4	3.7	0.1
CCOC(=O)c1[nH]c2ccc(OC)cc2c1NC(=O)CN1CCSCC1	-8.3	0.9	4.9	4.8	2.2	-0.8	2.1	1.9	5.8
C#CCOc1c(Br)cc(/C=N/O)cc1OCC	1.6	3.4	3.5	0.0	-4.2	1.5	0.4	0.3	-1.1
CCOC(=O)c1nn(-c2ccc(Cl)cc2)c(=O)c(C#N)c1C	6.7	8.2	3.3	2.0	-0.6	8.3	-6.9	-1.0	-2.3
CCCOc1ccc(CC(=O)NCCc2ccccc2)cc1OC	5.1	2.9	1.9	10.9	0.4	3.4	-2.5	3.4	2.9
O=C(O)COc1ccc(/C=N/NC(=O)C(O)(c2ccccc2)c2ccccc2)cc1	-7.2	4.4	0.2	8.2	-3.6	1.0	2.7	3.2	-0.2
CCCn1c(N)c(C(c2ccc(C(=O)OC)cc2)N2CCN(c3ccccc3)CC2)c(=O)[nH]c1=O (stereo not drawn)	-3.8	-5.6	2.8	4.6	-8.5	3.3	-4.5	6.9	-1.6
CCCCC1=CC2=CC(=O)C(C)(OC(=O)CC)C(=O)C2=CN1Cc1ccccc1 (stereo not drawn)	-0.1	4.0	2.1	2.7	3.6	5.8	-13.3	-4.3	0.3
CCOC(=O)C1=NN(c2ccc(OC)cc2)C(c2ccccc2)CC1=O (stereo not drawn)	9.1	5.0	-3.9	7.7	2.6	2.1	-0.9	6.7	-1.3
COCCCNC(=O)CCn1c(=O)c2ccccc2n(CC(=O)Nc2ccccc2C)c1=O	1.0	0.1	-1.6	4.1	-1.4	5.1	-9.2	2.8	2.9
N/C(=N\OC(=O)C1CCCCC1)c1ccc(Br)cc1	3.4	-1.7	-2.6	13.7	-3.6	-0.1	0.3	6.0	1.0
COc1ccc(NC(=O)CC2C(=O)OCC3CCCCN32)cc1Cl (stereo not drawn)	8.1	10.4	-7.8	6.6	-8.1	-2.1	-5.7	2.1	-2.4
CN1CCN(C(=O)/C=C\c2ccc(Cl)cc2)CC1	-0.5	-3.8	0.2	5.5	-3.9	4.0	-2.4	-3.9	0.5
COC(=O)c1ccc(OCC(=O)Nc2nn(-c3ccccc3)nc2C(N)=O)cc1	1.0	-3.7	3.6	4.8	-7.7	13.8	2.6	5.4	-1.8
CC1(C)CC(=O)c2cc(OCC(=O)NCc3cccnc3)ccc2O1	0.9	0.9	0.5	5.9	-1.0	8.3	-0.8	3.0	-1.0
O=C(Cc1cccc2ccccc12)N1CCN(c2ncccn2)CC1	-6.3	2.7	0.6	3.9	1.2	8.9	0.1	5.1	0.0
O=C(OCC(=O)c1ccc[nH]1)c1ccc(S(=O)(=O)N2CCCCCC2)cc1	14.3	23.5	0.3	2.4	-1.6	2.8	-4.2	7.6	-0.6
S=c1[nH]nc(CN2CCCCC2)n1Cc1ccccc1	9.2	-0.2	-4.5	2.5	-0.1	3.5	2.3	10.8	-1.2
O=S(=O)(c1ccc(F)c(F)c1F)N1CCN(c2ncnc3sccc23)CC1	-0.3	0.9	/	3.2	/	/	2.1	2.6	/
Cc1cc(C(=O)N/N=C/c2ccccn2)c2ccccc2n1	-0.9	2.8	-1.1	6.3	0.3	-0.7	3.1	5.4	1.6
Cc1ccc(C)c(N2CCN(C(=O)C3CCCN(c4ncnc5c4nc4n5CCCCC4)C3)CC2)c1 (stereo not drawn)	5.9	5.9	-4.9	8.0	-1.0	1.7	2.1	2.7	1.7
CCOC(=O)c1[nH]c2ccc(Br)cc2c1NC(=O)CNC	6.0	2.0	2.4	-11.9	3.6	-2.7	5.2	1.8	-0.3
CC(C)(C)N1CC(C(=O)Nc2ccc(S(N)(=O)=O)cc2)CC1=O (stereo not drawn)	-1.6	-2.9	-2.5	6.6	-1.3	0.4	-5.8	3.2	1.5
CN(C)S(=O)(=O)c1cccc(-c2nn(-c3ccccc3)cc2/C=C(/C#N)C(=O)NCc2ccco2)c1	-17.3	0.0	-14.9	-13.0	-6.2	-1.2	0.0	-6.0	-8.1
O=[N+]([O-])c1ccc(-n2cccn2)c(-c2nn[nH]n2)c1	5.0	-0.6	-3.5	7.1	5.2	8.7	-2.4	8.3	1.7
COc1cccc(CNC(=O)COC(=O)C2CC3CCCC(C2)C3=O)c1 (stereo not drawn)	-4.4	-1.1	-0.7	6.2	0.3	-3.4	1.4	3.0	-0.4

Random excerpt: 2 records from the list, in no set order.
SMILES	PAFAH2 inh	pPAFAH FP inh	Fam108B inh	PAFAH1B3 FP inh	PME-1 inh	GSTO1 inh	PAD4 FP inh	PAFAH1B2 inh	LYPLA1 counter
S=c1[nH]nc(CN2CCCCC2)n1Cc1ccccc1	9.2	-0.2	-4.5	2.5	-0.1	3.5	2.3	10.8	-1.2
CCOC(=O)c1[nH]c2ccc(Br)cc2c1NC(=O)CNC	6.0	2.0	2.4	-11.9	3.6	-2.7	5.2	1.8	-0.3

(cont.)
SMILES	PAFAH2 inh	pPAFAH FP inh	Fam108B inh	PAFAH1B3 FP inh	PME-1 inh	GSTO1 inh	PAD4 FP inh	PAFAH1B2 inh	LYPLA1 counter
CCCn1nc2cc(C(=O)NCc3ccc(C)cc3)ccc2c1OCC	2.0	5.6	0.5	1.7	-1.8	0.7	-3.2	-1.3	0.0
COc1ccc(/C=N/NC(=O)c2ccn[nH]2)cc1Cn1cc([N+](=O)[O-])cn1	-17.8	-2.1	-0.8	2.6	0.7	5.1	-2.9	3.4	-4.8
CC(C)OP(=O)(Nc1cccc2ccccc12)OC(C)C	1.6	9.5	5.0	3.5	0.8	-8.0	-4.8	5.3	-3.0
Cc1cc(C)cc(-n2ncc3c2CCCC3NC(=O)c2ccccc2N2CCOCC2)c1 (stereo not drawn)	7.4	10.9	-1.2	7.2	-1.3	2.0	1.7	0.9	-4.3
Cc1ccc(CCN2CC(C(=O)NCc3cccnc3)CC2=O)cc1 (stereo not drawn)	0.0	6.8	-1.9	-1.0	-9.9	2.8	2.5	-0.2	-2.0
CN(C)NC(=O)C(NC(=O)c1ccccc1)C12CC3CC(CC(C3)C1)C2 (stereo not drawn)	2.8	-1.0	4.3	0.7	2.4	-1.5	-3.1	-1.8	-0.4
CC(C)(C)c1ccc(/C=N/NC(=O)Cc2c[nH]c3ccccc23)cc1	2.8	2.8	2.9	-1.4	2.4	-6.6	-1.3	5.7	-2.7
O=C(CCC1CCCN(Cc2cccc(Cl)c2)C1)NCc1ccccc1F (stereo not drawn)	-3.4	7.8	0.5	6.1	3.8	3.3	-5.9	3.6	-0.3
CCc1ccc(N(C(=O)CCC(=O)Nc2cc(C)on2)C(C(=O)NC2CCCC2)c2ccco2)cc1 (stereo not drawn)	5.8	3.5	0.5	8.6	7.6	-1.9	1.1	5.4	0.5
CCOC(=O)c1cnc(SCC(=O)Nc2nc(C)c(C)s2)nc1N	-1.1	1.4	0.4	7.4	3.2	5.9	1.8	-0.8	7.1
COc1ccc(Nc2nc(N3CCN(S(=O)(=O)N(C)C)CC3)nc3ccccc23)cc1	-10.3	1.9	3.1	9.3	14.2	-8.6	-5.2	4.6	0.3
Cn1c(=O)c2c(nc(Cl)n2CC(=O)N2CCCCC2)n(C)c1=O	-4.0	0.3	1.5	5.0	-1.2	2.1	-2.2	-1.2	-2.1
O=C(Nc1c(Cl)ccc2nsnc12)c1ccc([N+](=O)[O-])o1	-1.5	2.6	-3.6	-7.3	-4.3	15.3	-18.7	0.1	-6.3
CCc1cc(=O)oc2cc(OC3CCCCC3=O)ccc12 (stereo not drawn)	-0.9	7.5	4.1	-0.5	0.0	-1.1	1.4	3.5	-0.5
CC(=O)c1ccc(OCC(C)C)c(CN2CCCCC2)c1	9.2	-1.5	2.2	3.6	-3.6	-1.4	1.4	3.0	0.6
CC(C)(C)NC(=O)CN(C(=O)c1ccc(Cl)nc1)c1cccc2ccccc12	-10.5	-5.8	-2.4	9.4	-2.5	11.3	-11.8	0.1	-4.5
O=C(NCc1ccc2c(c1)OCO2)C1CC(=O)N(C2CCCCCCC2)C1 (stereo not drawn)	8.1	6.0	-4.1	1.4	-5.3	4.5	2.3	2.6	0.5
Cc1ccc(C)c(OCc2cc(C(=O)NC3CCN(Cc4ccccc4)CC3)no2)c1	0.8	4.5	-5.2	3.3	-6.8	-8.6	-0.3	3.3	-3.6
